Source: PubChem BioAssay
Yeast growth tox – yeast growth toxicity, wild-type and mutant, primary screen, cytotoxicity control for eIF2B function restoration project, wild-type and eIF2Bepsilon R284H mutant, A595; 30,000 tested, 0.3% active; growth inhibition, % at 25 µM (by protocol); AID 685, 2007; S. cerevisiae wild-type growth, A595 turbidity, 16 h;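 active = mutant and wild-type yeast strains alike exhibit over 30% growth inhibition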;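 also: 0% = untreated cell controls and 100% = YPD media blanks without cells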
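System: S. cerevisiae wild-type or eIF2Bepsilon-R284H mutant strain; times: 16 h growth with compound, 30 °C; signal: absorbance at 595 nm (turbidity); measure: growth inhibition (%) versus cell controls and blanks; compound: 25 µM single dose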
eIF2B yeast act – GCN4-lacZ reporter reduction in eIF2B-epsilon mutant yeast, primary screen, S. cerevisiae, eIF2B-epsilon R284H, Beta-Glo luminescence; inhibition, % at 25 µM (by protocol); 27,000 tested, 0.91% active;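 active = mutant luminescence inhibited past about 50% while wild type luminescence and mutant growth stay under set limits, limit read from the data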; also: some compounds called inactive have numbers as strong as hits
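System: Yeast eIF2B-epsilon R284H mutant carrying GCN4–beta-galactosidase fusion | Read-out basis: Percent inhibition, luminescence and growth | Compound: 25 µM single dose | Times: 16 h at 30 °C exposure | Measured by: Luminescence and A595 | Buffer or medium: YPD medium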
Yeast growth tox inhibition % – recorded beside Yeast growth tox, whose call it bears; growth inhibition, %; S. cerevisiae eIF2Bepsilon-R284H mutant growth, A595 turbidity, 16 h;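 each compound tested once at 25 µM; 0% equals untreated cells and 100% equals cell-free medium blanks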
eIF2B yeast act mutant toxicity – second read-out of eIF2B yeast act, no call of its own (marks repeat the call); growth inhibition, %; measured here: mutant yeast growth, toxicity;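 each compound tested once at 25 µM; zero equals untreated control growth and 100 equals blank medium absorbance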
An asterisk follows results filed as active; . = not tested or not shown. An excerpt (hit frequency here may not be typical).

Values run as follows: Yeast growth tox	Yeast growth tox inhibition %	eIF2B yeast act	eIF2B yeast act mutant toxicity
> CC1CCc2c(sc3nc(C4CC4)nc(SCC(=O)NCc4ccco4)c23)C1 (centres undefined)
    -12	-4	19	-4
> O=C(CCN1C(=O)c2ccccc2C1=O)Nc1ccc(-c2cn3ccsc3n2)cc1
    -11	-60	-9	-60
> Cc1ccc(OCc2cc(C(=O)Nc3ccccc3)oc2C)cc1
    -9	11	17	11
> CCCNc1ncnc2c1cnn2-c1ccc(OC)cc1
    8	13	.	.
> c1ccc(NCc2nc(-c3ccccc3)no2)cc1
    0	-4	.	.
> COC(=O)C1=C(N)Oc2cc(C)oc(=O)c2C1c1ccncc1 (centres undefined)
    12	10	7	10
> CC(=O)OCC(OC(C)=O)C(OC(C)=O)C(OC(C)=O)C(=O)Nc1ccc(C)cc1 (centres undefined)
    7	8	14	8
> O=C(CN1CCCCCC1)Nc1ccccc1F
    -18	0	-10	.
> COc1cc(NC(=O)Nc2ccccc2OC)c(OC)cc1NC(=O)CN1CCCCC1
    -6	-9	-7	-9
> Cn1c(=O)c(C(=O)Nc2cnccn2)c(O)c2ccccc21
    -35	-9	.	.
> CCN(CC)C(=O)CSc1nc2cccnc2n1-c1ccccc1OC
    -14	7	15	7
> CN(C)CC(=O)c1c[nH]c2ccccc12
    15	5	10	5
> CCOc1ccccc1CNc1ccc(N2CCOCC2)c(C(=O)O)c1
    28	4	13	4
> Cc1ccc(OCCNC(=O)C2CC(=O)N(c3ccc(C)cc3)C2)cc1 (centres undefined)
    13	22	.	.
> CC1CCCCC1NC(=O)COC(=O)c1ccccn1 (centres undefined)
    -3	-14	13	-14
> O=C(Cn1cnc2c(nnn2Cc2ccccc2F)c1=O)N1CCN(c2ccccc2)CC1
    3	8	7	8
> CC(=O)OCc1cc2cc(C)ccc2[nH]c1=O
    -2	-2	-24	-2
> O=C(Nc1ccc(SC(F)F)cc1)c1cccc2nc3ccccc3nc12
    -9	-10	9	-10
> C=C(C)COc1ccc(-c2n[nH]c(C)c2-c2ccc(Br)cc2)c(O)c1
    -9	0	22	.
> FC(F)(F)c1cc(-c2ccco2)nc(-n2nc(C(F)(F)F)cc2C2CC2)n1
    6	38	15	38

Next section, overlapping the part above by six compounds.
Values run as follows: Yeast growth tox	Yeast growth tox inhibition %	eIF2B yeast act	eIF2B yeast act mutant toxicity
> CC1CCCCC1NC(=O)COC(=O)c1ccccn1 (centres undefined)
    -3	-14	13	-14
> O=C(Cn1cnc2c(nnn2Cc2ccccc2F)c1=O)N1CCN(c2ccccc2)CC1
    3	8	7	8
> CC(=O)OCc1cc2cc(C)ccc2[nH]c1=O
    -2	-2	-24	-2
> O=C(Nc1ccc(SC(F)F)cc1)c1cccc2nc3ccccc3nc12
    -9	-10	9	-10
> C=C(C)COc1ccc(-c2n[nH]c(C)c2-c2ccc(Br)cc2)c(O)c1
    -9	0	22	.
> FC(F)(F)c1cc(-c2ccco2)nc(-n2nc(C(F)(F)F)cc2C2CC2)n1
    6	38	15	38
> C=CCNC(=O)CN(c1ccccc1OCC)S(=O)(=O)c1ccc(C)cc1
    13	10	.	.
> CC(C)(C)c1ccc(NC(=O)COC(=O)C2=COCCO2)cc1
    17	16	22	16
> Cc1ccnc(SCCn2c(Br)nc3c2c(=O)n(C)c(=O)n3C)n1
    9	5	17	5
> COc1ccc(NC(=O)C23CCC(C2)C(C)(C)C3=O)cc1 (centres undefined)
    -12	17	9	17
> Cc1ccc(S(=O)(=O)N2CCCC2C(=O)O)cc1 (centres undefined)
    1	-23	-26	-23
> CN(C)c1ccc(CNn2cnnc2)cc1
    15	-5	-4	-5
> COc1ccc(-c2cnn(C3CCS(=O)(=O)C3)c2N)cc1 (centres undefined)
    24	12	16	12
> CC(C)[C@H](NC(=O)OC(C)(C)C)C(=O)N/N=C/c1cccc2nccnc12
    14	14	-18	14
> CCOCC(=O)Nc1cccc(NC(C)=O)c1
    0	4	72*	.
> COc1ccccc1S(=O)(=O)Nc1cccc(-c2nnc3n2CCCCC3)c1
    19	5	-20	5
> COc1cc(C)c(S(=O)(=O)N2CCN(C)CC2)cc1C
    2	-3	.	.
> CN(C)c1ccc(C(=S)N2CCN(c3ccccc3)CC2)cc1
    2	-4	.	.
> CCC(C)NC(=O)c1ccc(CS(=O)(=O)Cc2ccc(Cl)cc2)o1 (centres undefined)
    9	15	.	.
> Cc1ccc(OCCCn2cc(C#N)c3ccccc32)cc1
    -4	-5	7	-5
> CC(CNS(=O)(=O)c1cc(Cl)ccc1Cl)CN(C)C (centres undefined)
    -4	-8	-13	-8
> Cc1ccccc1Cn1nc(C)c(NC(=O)c2nc3n(n2)C(C(F)F)CC(C)N3)c1C (centres undefined)
    23	-4	2	-4
> CC(C)C(=O)Nc1cccc(-c2nc3ccccc3c(=O)o2)c1
    1	-49	-4	-49
> CN1C(=O)N(C)C2C1NC(=O)N2C (centres undefined)
    -4	9	7	9
> CC(C)OCCCNC(=O)C(C)Oc1ccccc1 (centres undefined)
    10	8	.	.
> Clc1ccc(COc2ccccn2)c(Cl)c1
    2	23	0	23
> CCOCC(=O)Nc1ccc(F)c(F)c1
    0	-4	12	-4
> Cc1ccc(CN2CCN(/N=C/c3cc([N+](=O)[O-])ccc3Cl)CC2)cc1
    5	19	14	19
> Cc1ccc(Cn2nnc3c(=O)[nH]c(C4CCCN(S(=O)(=O)c5ccccc5)C4)nc32)cc1 (centres undefined)
    33	11	23	11
> c1ccc(OCCCc2nc(-c3cccnc3)no2)cc1
    20	19	33	19
> O=C1CC(c2ccc3c(c2)OCO3)C2=C(CCCC2=O)N1 (centres undefined)
    10	-14	5	-14
> [N-]=[N+]=CC(=O)c1ccnc(C(=O)C=[N+]=[N-])c1
    8	11	21	11
> CCOC(=O)c1c(NC(=O)Cn2nnc(-c3ccc(Cl)cc3)n2)sc(CC)c1C
    14	13	.	.
> C#CCOc1ccc2c(C)cc(=O)oc2c1
    22	7	14	7
> O=S(=O)(c1ccc2oc3ccc(S(=O)(=O)N4CCCC4)cc3c2c1)N1CCCC1
    -12	4	33	4
> CCCCC1CCC(C(=O)Nc2ccccc2)CC1 (centres undefined)
    7	22	.	.
> CC(=O)Oc1oc(-c2ccccc2)nc1C=Nc1ccccc1
    1	8	.	.
> CCCc1cc(N2CCN(C(=O)c3ccco3)CC2)n2c(nc3ccccc32)c1C#N
    0	5	12	5
> O=C1CC(C(=O)Nc2ccccc2C(=O)O)C(c2ccccc2)O1 (centres undefined)
    2	19	-41	19
> CCCCN(CC)C(=O)Cn1cnc2ccc(S(=O)(=O)N3CCC(C)CC3)cc2c1=O
    20	12	23	12
> Cc1c(C(=O)c2ccc(Cl)c(Cl)c2)cnc2cc3c(cc12)OCO3
    -7	3	13	3
> COc1ccc(Cl)cc1NC(=O)N1CCN(S(C)(=O)=O)CC1
    .	.	31	.
> COc1ccc(S(=O)(=O)Nc2c(C(=O)O)[nH]c3ccccc23)c(OC)c1
    3	-11	-4	-11
> CCSc1nc(O)c(Cc2ccccc2)c(=O)[nH]1
    -5	10	.	.
> CCc1cc2c(C)cc(=O)oc2cc1OC(=O)C1CCCN1C(=O)OC(C)(C)C (centres undefined)
    1	0	.	.
> COc1cccc(NC(=O)c2ccccc2-c2nc(-c3ccc(Cl)cc3)no2)c1
    -10	0	24	.
> COc1cc(NC(=O)c2ccco2)c(OC)cc1NC(=O)CCC(=O)Nc1cc(C)cc(C)c1
    -46	-53	-173	-53
> CC(C)(C)NC(=O)C(c1ccccc1)N(C(=O)c1ccco1)C1CC1 (centres undefined)
    15	-22	16	-22
> Oc1ccccc1N=Cc1ccc[nH]1
    -6	2	17	2
> CCCCCOc1ccc2oc(=O)c3c(c2c1)CCCN3C(=O)CN1CCCC(C(=O)OCC)C1 (centres undefined)
    -9	8	.	.
> COc1cc(C)c(C(C)C)cc1S(=O)(=O)n1ccnc1
    -17	-20	10	-20
> Cn1c(Cn2nnc3ccccc32)nnc1SCC(N)=O
    10	-29	18	-29
> CCOc1ccc(CCNC(=O)c2cccnc2N2CCCC2)cc1OCC
    -14	9	8	9
> O=C(CSc1nnc(-c2cccnc2)n1Cc1ccco1)N1CCc2ccccc21
    4	-17	.	.
> c1cncc(-c2nn3c(Cn4cnc5ccccc54)nnc3s2)c1
    -1	12	-8	12
> CCC1CCCCN1C(=O)CSc1nnc(-c2cccs2)o1 (centres undefined)
    18	9	22	9
> c1ccc2cc(-c3cc4ccccn4c3)ccc2c1
    17	20	.	.
> Cc1cc(C)cc(-n2c(O)c(C=NC3CCS(=O)(=O)C3)c3ccccc3c2=O)c1 (centres undefined)
    29	13	.	.
> O=C1c2ccccc2C(=O)N1Cc1nc2ccccc2c(=O)n1CCCN1CCOCC1
    -3	-4	18	-4
> Cc1cc(C)cc(OCC(=O)OCC(=O)c2c(N)n(C)c(=O)n(C)c2=O)c1
    21	14	.	.
> CCCCN(Cc1cc2ccccc2[nH]c1=O)C(=O)c1ccccn1
    -1	20	11	20
> CC(=C1C(=O)c2ccccc2C1=O)N1CCN(c2ccccn2)CC1
    .	.	-4	.
> CCOc1ccccc1-c1nc(SCC(=O)O)n[nH]1
    22	16	20	16
> COC(=O)c1c(C#N)c(N)nc2c1CCCC2
    27	31	8	31
> C=CCNc1nc(-c2cccc(OC)c2O)nc2ccccc12
    -19	-52	57*	.
> CCOc1ccc(C/C(N)=N/n2cnnc2)cc1
    20	22	27	22

Additional compounds follow.
Values run as follows: Yeast growth tox	Yeast growth tox inhibition %	eIF2B yeast act	eIF2B yeast act mutant toxicity
> CC(=O)N(c1ccc(N(C(C)=O)S(=O)(=O)c2cccs2)cc1)S(=O)(=O)c1cccs1
    -8	-5	3	-5
> COc1ccc(CCNC(=O)CNCC2CCCO2)cc1OC (centres undefined)
    8	-25	17	-25
> CCOC(=O)c1cn(CC)c2ccc(Br)cc2c1=O
    15	28	15	28
> Cc1ccc(C(=O)Nc2ccc3nc(C)sc3c2)s1
    14	-10	9	-10
> O=C(CN(Cc1ccco1)C(=O)CNS(=O)(=O)c1ccccc1)NCc1ccc(F)cc1
    9	-3	-10	-3
> O=C(NC1CCCCC1)N1CCC(c2nc(-c3ccc(S(=O)(=O)N4CCCC4)cc3)no2)CC1
    7	-11	5	-11
> CC1CCN(C(=O)CSc2nnc(CN3CCOCC3)n2-c2ccccc2)CC1
    11	12	-19	12
> Cc1c(C#N)c2ccccc2n1CC(=O)NCc1ccccc1
    14	0	27	.
> O=C(CC1NC2CCCCC2NC1=O)Nc1cccc(C(F)(F)F)c1 (centres undefined)
    .	.	-47	.
> CN1CCN(c2nc(-c3ccco3)cc(C(F)(F)F)n2)CC1
    5	-14	-1	-14
> CC(=O)N1CC2(C)CN(C(C)=O)CC(C)(C1)C2=O
    -18	0	23	.
> COc1cccc(C(=O)Nc2ccc(C)cc2)c1
    8	0	35	.
> CC1=CC(C)(C)N(C(=O)CSc2nnc(-c3ccc(C)cc3)o2)c2ccc(C)cc21
    7	14	8	14
> COC(=O)c1ccccc1NS(=O)(=O)c1ccc2c3c(cccc13)C(=O)N2
    -16	-14	-6	-14
> CC1=C(C(=O)Nc2cccc(C)n2)C(c2ccc3c(c2)OCO3)C2=C(CC(c3ccco3)CC2=O)N1 (centres undefined)
    -18	-3	12	-3
> Cn1nnnc1SCC(=O)NC(=O)NCc1ccccc1
    28	4	21	4
> O=C(CCn1c(=O)c2ccccc2n(CC(=O)NCCC2=CCCCC2)c1=O)NCc1ccco1
    -11	7	5	7
> Cn1c(=O)n(Cc2ccccc2F)c2ccccc21
    7	5	32	5
> Cc1ccc(-c2csc(NC(=O)c3cccs3)n2)cc1
    -8	14	-10	14
> Cc1ccc(C(=O)N2CCC(C(=O)NCc3cccnc3)CC2)cc1
    -4	-3	.	.
> NS(=O)(=O)c1ccc(NC(=O)c2ccccc2Cl)cc1
    15	9	25	9
> CCCCOC(=O)CSc1nc(N)c(C#N)c(-c2ccc(OC)cc2)c1C#N
    -2	7	10	7
> CC/C(=N\O)c1ccc(OC)c(OC)c1
    12	9	-2	9
> CC(=O)c1ccc(OCCCN2CCCCC2)cc1
    9	15	.	.
> COc1ccc2c(c1)[nH]c1c(=O)n(CCc3cnc[nH]3)cnc12
    5	9	25	9
> O=C(CN1C(=O)c2cccc3cccc1c23)NCC1CCCO1 (centres undefined)
    .	.	-20	.
> COc1ccc2[nH]c(=O)c(C(c3nnnn3C3CCCC3)N3CCN(Cc4ccc5c(c4)OCO5)CC3)cc2c1 (centres undefined)
    17	17	.	.
> Cc1ccnc(N(C(=O)c2cccs2)C(=O)c2cccs2)c1
    16	0	65	.
> CCC(=O)NCCc1nc2cc(NC(=O)c3ccc(OC)cc3)ccc2n1C
    -10	-5	15	-5
> CC(=O)N(CCP(=O)(c1ccccc1)c1ccccc1)Cc1ccco1
    17	-11	17	-11
